UPR CHOP act – activators of apoptotic arm of unfolded protein response (CHOP). hit rate 0.34% among 330,000. CHO-CHOP luciferase reporter, UPR activation, luminescence; percent of tunicamycin response over DMSO baseline. activation, % at 10 µM;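 active means at 10 µM dose, activation of 40% or more, normalized to positive control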;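 further: 100% = tunicamycin at 10 µg/mL and 0% = DMSO alone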
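Material: CHO-CHOP cells, stable luciferase reporter of PERK-eIF2a-CHOP signalling; quantity: 500 reporter cells seeded per well; buffer or medium: F12 medium containing 10% fetal bovine serum; compound: one dose, 10 µM in 0.5% DMSO; incubation: 6 h compound treatment, 37 °C; measured by: Steady-Glo luciferase luminescence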
CXCR6 block – CXCR6 (human) receptor inhibition; inhibition, % at 20 µM; CHO-K1 PathHunter CXCR6 beta-arrestin, luminescence; AID 602244; O00574; hit rate 0.36% among 360,000; in the data active means inhibition above about 34%, passing the limit was not always enough;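 further: antagonist mode with CXCL16 agonist at 10 nM final; 0% = 10 nM CXCL16 with DMSO and 100% = unstimulated wells without agonist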
Target sequence (O00574 whole entry, looked up): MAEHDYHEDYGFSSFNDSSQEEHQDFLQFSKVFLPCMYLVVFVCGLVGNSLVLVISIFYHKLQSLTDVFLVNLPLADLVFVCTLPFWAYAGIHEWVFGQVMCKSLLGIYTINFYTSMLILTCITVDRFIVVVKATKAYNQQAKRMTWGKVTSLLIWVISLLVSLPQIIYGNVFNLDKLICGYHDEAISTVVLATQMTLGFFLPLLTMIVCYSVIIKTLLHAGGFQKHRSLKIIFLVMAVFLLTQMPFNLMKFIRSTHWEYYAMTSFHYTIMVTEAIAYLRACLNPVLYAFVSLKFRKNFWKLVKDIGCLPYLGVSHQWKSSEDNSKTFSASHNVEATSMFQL
Mdm2 MdmX PPI – inhibitors of human Mdm2/MdmX interaction; SaOS-2 split-luciferase Mdm2/MdmX complementation, luminescence; hit rate 3% among 330,000; inhibition, % at 8 µM; AID 485346; O15151+Q00987;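 active means inhibition of at least 50% at 8 µM in the primary screen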
XBP1 UPR activ – activators of adaptive arm of unfolded protein response (XBP1); CHO-XBP1 luciferase reporter, IRE1-XBP1 UPR activation, luminescence; percent of tunicamycin response, DMSO as zero; activation, % at 20 µM; hit rate 0.33% among 330,000;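 active means versus positive control, 20 µM dose yields 30% or more activation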;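 further: 100% = tunicamycin at 10 µg/mL and 0% = DMSO only wells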
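Material: CHO cell line with stable XBP1 luciferase reporter; buffer or medium: F12 medium containing 10% fetal bovine serum; compound: single point, 20 µM final compound, 1% DMSO; incubation: 6 h treatment, 37 °C; measured by: glow luminescence from Steady-Glo reagent; evaluation: activation, % of tunicamycin; control set: tunicamycin high, DMSO low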
CCR6 antag – antagonists of human CCR6 receptor; P51684; CHO-K1 CCR6 PathHunter beta-arrestin, luminescence, CCL20-stimulated; inhibition, % at 20 µM; hit rate 0.49% among 340,000; AID 493098;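 active means compounds whose inhibition of the agonist-driven luminescence signal at 20 µM reaches about 50%, limit read from the data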;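 further: cells stimulated with CCL20 at 14 nM final; plate controls were DMSO with CCL20 for no effect and DMSO without agonist for full effect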
Target sequence (P51684 whole entry, looked up): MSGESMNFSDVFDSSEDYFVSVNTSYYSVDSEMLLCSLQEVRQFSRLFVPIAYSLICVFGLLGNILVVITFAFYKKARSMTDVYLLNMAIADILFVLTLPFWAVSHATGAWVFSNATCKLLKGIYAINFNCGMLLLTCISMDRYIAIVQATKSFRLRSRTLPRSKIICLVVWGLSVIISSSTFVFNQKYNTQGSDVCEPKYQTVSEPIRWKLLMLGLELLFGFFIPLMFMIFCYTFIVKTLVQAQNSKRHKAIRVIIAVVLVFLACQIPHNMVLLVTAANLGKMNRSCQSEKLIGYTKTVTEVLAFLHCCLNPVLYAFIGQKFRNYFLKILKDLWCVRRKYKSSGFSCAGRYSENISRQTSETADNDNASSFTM
697 NFkB inh – inhibitors of the PMA/ionomycin-induced NF-kB reporter in 697 B cells; AID 435022; inhibition, % at 4 µM; 697 B-cell NF-kB luciferase reporter, 16 h; hit rate 0.33% among 330,000; in the data active means inhibition above about 35%
EBI2 block – blocks human EBI2 receptor beta-arrestin signaling; P32249; EBI2 beta-arrestin recruitment, luminescence, 7a,25-OHC stimulated; inhibition, % at 5 µM; hit rate 0.81% among 360,000; AID 651636; in the data active means inhibition above about 38%;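 further: enzyme fragment complementation signal reports receptor beta-arrestin coupling in cells; 0% = agonist plus DMSO wells and 100% = wells without agonist; some results beyond the cut were filed as inactive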
Gli-Sufu antag – Gli-Sufu pathway antagonism | Sufu-KO-LIGHT fibroblasts, Gli luciferase reporter luminescence | inhibition, % at 5 µM | hit rate 0.74% among 340,000 | AID 588413;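 active means inhibition above about 55%, limit read from the data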;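 further: 0% = DMSO-treated cells and 100% = wells with medium but no cells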
Jurkat NFkB inh – lowers PMA/ionomycin-induced NF-kB signal in Jurkat cells | hit rate 0.53% among 330,000 | PMA/ionomycin-induced NF-kB luciferase reporter, luminescence | inhibition, % at 4 µM; in the data active means inhibition above about 50%
Starred values were filed as active, the others as inactive; x = not tested or not shown.

SMILES | UPR CHOP act | CXCR6 block | Mdm2 MdmX PPI | XBP1 UPR activ | CCR6 antag | 697 NFkB inh | EBI2 block | Gli-Sufu antag | Jurkat NFkB inh
Cc1cc(C)cc(-n2c(C)cc(/C=N/NC(=O)c3ccncc3)c2C)c1 | -0.2 | 7 | 11 | 1 | 13 | 7 | 6 | -16 | 0
CC(=O)C1=C(c2ccccc2)NC(=S)NC1c1cc(Cl)c(OC(C)C)c(Cl)c1 (stereo unspecified) | 0.3 | 9 | 30 | 0 | 27 | -55 | -4 | 14 | -14
O=C(c1cc2c(s1)CCC2)N1C(=O)c2ccccc2S1(=O)=O | 0.4 | -7 | -1 | -5 | 8 | -3 | 7 | 18 | -14
CCSc1nc2ccccc2n1Cc1cccc([N+](=O)[O-])c1 | -1.0 | 38 | 2 | 0 | 47 | 13 | 9 | 13 | 1
Cc1cc(C)cc(NC(=O)CSc2nc(N)c(NC(=O)c3ccc(Br)o3)c(=O)[nH]2)c1 | -0.7 | -1 | -22 | -3 | -15 | 15 | -2 | -2 | 6
CCC(=O)NNc1ncnc2c1cnn2C | 1.5 | -7 | 7 | -1 | 4 | 16 | -12 | 4 | 6
COc1cccc(OC)c1C(=O)Nc1ccc(N2CCN(C(=O)c3ccco3)CC2)cc1 | 2.5 | -2 | 13 | 1 | 7 | 3 | 11 | -20 | 3
COCCN1CCN(C(=O)c2ccc3nc(Cc4ccc(OC)c(OC)c4)oc3c2)CC1 | 2.6 | -7 | 9 | -2 | -2 | -36 | 0 | 48 | 22
C=C1CCC[C@]2(C)C[C@H]3OC(=O)C(CNCC(OC)OC)[C@H]3CC12 (stereo partly specified) | 0.5 | -2 | -6 | 2 | 2 | 4 | 2 | 12 | -6
CC(C)=CCN1CCC(n2nccc2NC(=O)c2ccccc2Cl)CC1 | 0.9 | 1 | -5 | -4 | 1 | -17 | -10 | 47 | -11
COc1ccc(-c2cc(=Nc3ccc(C)cc3)c3ccccc3o2)cc1 | 1.5 | 4 | 44 | 3 | 19 | -26 | 13 | -3 | -1
c1ccc(-c2cnc(-c3ccccn3)nn2)cc1 | -0.7 | 7 | -107 | -4 | 3 | -157 | -6 | -44 | -114
Cn1cnnc1SCC(=O)NCCc1ccc(Cl)cc1Cl | 2.2 | 2 | 6 | 1 | 7 | 9 | -8 | -12 | -11
O=C(Cn1cnc2ccccc2c1=O)N1CCOCC1 | -1.0 | -9 | -10 | -2 | 7 | -5 | -8 | -3 | -32
O=S(=O)(Cc1ccccc1Cl)NCCOc1ccccc1 | 0.3 | -2 | -14 | 3 | 20 | -8 | 9 | 6 | -4
COc1ccccc1CN1C[C@@H]2C[C@@H](c3ccc(C)c(C)c3)N3CCC[C@@]23C1=O | 0.8 | 6 | 4 | -1 | 18 | 18 | 3 | 22 | 4
CN(CCc1ccccc1)C(=O)c1cccc(NC(=O)Cc2cccc(NC(=O)C3CCCN(S(=O)(=O)c4cccc([N+](=O)[O-])c4)C3)c2)c1 (stereo unspecified) | x | 1 | x | x | 4 | x | -3 | 0 | x
O=C(CCn1c(=O)sc2ccccc21)Nc1cccnc1 | 0.1 | 3 | 7 | 0 | 4 | -18 | -8 | 9 | -2
C[C@@H]1NC(=O)c2cc([N+](=O)[O-])cc(I)c2NCC[C@@H](C(N)=O)NC(=O)[C@H](CC(N)=O)NC1=O | -0.1 | -5 | 13 | 0 | -4 | 20 | -6 | -2 | 4
COc1cccc(CN(C)C(=O)c2cc(-c3ccc(OC)c(OC)c3)nc3ccccc23)c1 | 0.5 | 11 | 55* | -4 | 13 | -2 | -11 | 2 | 7
CCOC(=O)C1=C(C)c2ccccc2OC1(CC)C(=O)OCC (stereo unspecified) | 1.2 | 8 | 26 | 1 | 31 | 4 | -2 | 0 | x
CCOc1ccccc1N1CCN(C(=S)NC(=O)C23CC4CC(CC(C4)C2)C3)CC1 | 1.8 | 4 | -3 | -1 | 23 | 8 | 2 | 3 | 7
COCc1[nH]nc2c1C(c1ccnc3ccccc13)C(C#N)=C(N)O2 (stereo unspecified) | -0.5 | 6 | 10 | 1 | 30 | 2 | -11 | -1 | -4
CN(C)/C=C1\C(=O)NN=C1C(F)(F)F | -0.8 | -7 | -26 | -4 | 1 | 15 | -4 | -5 | 6
Clc1ccccc1C1CC(c2ccccc2)Nc2ncnn21 (stereo unspecified) | -0.7 | 5 | -22 | -1 | 6 | 8 | -11 | 1 | 9
CN(Cc1ccccc1F)C(=O)c1ccc(NS(=O)(=O)c2ccc3[nH]c(=O)[nH]c3c2)cc1 | 2.2 | -2 | 2 | -1 | -4 | 13 | -11 | -13 | -1
CC1=C/C(=C/N(C)c2ccccc2)C(=O)S1 | 0.6 | 9 | 1 | -2 | 15 | -3 | -7 | -6 | 3
O=C(c1cccc(C(F)(F)F)c1)c1c[nH]c(C(=O)NCCCN2CCOCC2)c1 | -0.7 | -1 | 23 | -2 | 3 | 7 | 9 | 0 | 0
O=C(NCCc1ccccc1)C1CCN(C2CCN(Cc3ccco3)CC2)CC1 | -0.8 | 0 | 16 | -2 | 11 | 0 | -8 | -22 | 13
O=C(Cc1ccc2cccnc2c1)c1ccc(O)cc1O | 2.7 | 0 | 10 | 6 | 7 | -54 | -6 | -50 | -12
COc1cc(CO)c(OC)c([N+](=O)[O-])c1 | 0.7 | -4 | 1 | 2 | -6 | 17 | 3 | -12 | 0
COc1ccc(C)cc1N(CC(=O)Nc1cccnc1)S(=O)(=O)c1ccc(C)cc1 | 2.0 | -4 | 15 | -1 | 16 | 1 | 6 | 1 | 7
COc1ccccc1C(=O)Nc1cc2ccccc2oc1=O | 5.4 | 2 | -20 | 1 | 5 | -114 | 7 | -24 | -116
O=C(O)c1cccc(N2CCCCS2(=O)=O)c1 | -0.3 | -15 | -20 | -1 | 4 | 12 | -3 | 2 | -4
Cc1ccc(N2C(=O)N(CC(=O)Nc3cccc(Cl)c3)C(=O)C2C)cc1 (stereo unspecified) | 1.1 | -5 | 36 | 0 | 4 | -4 | -4 | -4 | -9
COc1cccc(CN(C)C(=O)CCc2nnc(-c3ccsc3)o2)c1 | 2.5 | 1 | -18 | 12 | 2 | -11 | 7 | 6 | -20
Cc1ccc(N2CCN(C(=S)c3ccc(N(C)C)cc3)CC2)cc1 | 1.6 | 4 | -34 | -3 | 4 | -20 | 27 | -63 | -24
O=C(CSc1nc2ccc(Cl)cc2[nH]1)Nc1ccc2c(c1)CCC2 | 1.9 | -6 | -29 | -2 | 15 | -11 | 8 | 2 | -7
Cc1ccc(C(=O)c2c[nH]c(C(=O)NCCCN3CCOCC3)c2)cc1 | -0.1 | 6 | 7 | -1 | 6 | 1 | -13 | 2 | 2
Cc1cccc(/C=C/c2onc(C)c2S(=O)(=O)N2CCC(C(=O)N3CCCCCC3)CC2)c1 | 1.8 | 13 | 21 | -3 | 8 | -51 | 9 | -10 | -4

Fetched by structure from the list above, six records:
SMILES | UPR CHOP act | CXCR6 block | Mdm2 MdmX PPI | XBP1 UPR activ | CCR6 antag | 697 NFkB inh | EBI2 block | Gli-Sufu antag | Jurkat NFkB inh
O=C(CSc1nc2ccc(Cl)cc2[nH]1)Nc1ccc2c(c1)CCC2 | 1.9 | -6 | -29 | -2 | 15 | -11 | 8 | 2 | -7
COc1ccc(C)cc1N(CC(=O)Nc1cccnc1)S(=O)(=O)c1ccc(C)cc1 | 2.0 | -4 | 15 | -1 | 16 | 1 | 6 | 1 | 7
CC1=C/C(=C/N(C)c2ccccc2)C(=O)S1 | 0.6 | 9 | 1 | -2 | 15 | -3 | -7 | -6 | 3
Cc1ccc(N2CCN(C(=S)c3ccc(N(C)C)cc3)CC2)cc1 | 1.6 | 4 | -34 | -3 | 4 | -20 | 27 | -63 | -24
O=S(=O)(Cc1ccccc1Cl)NCCOc1ccccc1 | 0.3 | -2 | -14 | 3 | 20 | -8 | 9 | 6 | -4
Cc1ccc(N2C(=O)N(CC(=O)Nc3cccc(Cl)c3)C(=O)C2C)cc1 (stereo unspecified) | 1.1 | -5 | 36 | 0 | 4 | -4 | -4 | -4 | -9

Other compounds follow.
SMILES | UPR CHOP act | CXCR6 block | Mdm2 MdmX PPI | XBP1 UPR activ | CCR6 antag | 697 NFkB inh | EBI2 block | Gli-Sufu antag | Jurkat NFkB inh
COc1ccc(OCCCC(=O)ON=C(N)c2ccccc2C)cc1 | 1.9 | -23 | -8 | 2 | 3 | 18 | -7 | 12 | 11
Cc1ccc(C(NC(=O)NN2CCN(C)CC2)C(Cl)Cl)cc1F (stereo unspecified) | 0.3 | -2 | 6 | 0 | 0 | -5 | 6 | -13 | -8
COc1ccc(OCCC(=O)NCC23CC4CC(CC(C4)C2)C3)cc1 | -0.6 | -11 | 1 | 1 | 12 | 6 | 37 | 16 | -13
CCn1cc(CN2CCN(Cc3ccccc3)C(CCO)C2)c2ccccc21 (stereo unspecified) | -0.1 | 6 | -18 | -2 | 6 | 7 | -1 | 18 | 3
Cn1nc(C(=O)Nc2ccc(Cl)c(S(=O)(=O)N3CCOCC3)c2)c2ccccc2c1=O | 0.0 | -4 | 13 | -1 | 3 | 18 | -3 | -31 | 0
COC(=O)c1ccc(C(=O)OC)c(NC(=O)C2CC(=O)N(C3CCCC3)C2)c1 (stereo unspecified) | x | 10 | x | x | 12 | x | 0 | 1 | x
O=C1N[C@@H](Cc2c[nH]c3ccccc23)COC(=O)[C@@H](Cc2ccc(F)cc2)CC/C=C/C[C@@H]1CC(=O)N(CCO)Cc1ccccc1 | 8.9 | 2 | 59* | 4 | -10 | -11 | 26 | -6 | -6
O=C(Nc1ccc(Cl)cc1)Nc1ccc2c(c1)N1CCN=C1S2 | 2.6 | 5 | 43 | -1 | 6 | -39 | -2 | -5 | -8
CC(=O)Nc1ccc(NC(=O)c2ccc(CSc3ccccc3)o2)cc1 | 1.7 | -3 | 4 | -2 | -8 | 1 | -11 | -3 | 9
CC(C)C(NC(=O)c1ccco1)C(=O)OCC(=O)N1CC(=O)Nc2ccccc21 (stereo unspecified) | 2.7 | 2 | 10 | 1 | 0 | 1 | -14 | -14 | 9
COc1ccccc1CCNC(=O)C1CCN(c2nnc(C)c3c(C)n(-c4ccc(C)cc4)nc23)CC1 | 5.3 | 9 | 89* | 114* | 27 | -6 | 14 | 7 | 48
Cc1c(NC(=O)NC(=O)c2ccc(F)cc2)c(=O)n(-c2ccccc2)n1C | -0.3 | 1 | 9 | -7 | -1 | 6 | -7 | 3 | -6
